G9a block = inhibitors of human histone lysine methyltransferase G9a | Q96KQ7 | G9a H3K9 monomethylation, AlphaScreen, 2 h | Potency, µM (highest dose often 102 µM), for the others: at the highest dose activity, negative = inhibition, usual class: inhibitors | actives 8.8% (n = 350,000); note: potency is the fitted concentration of half-maximal effect; % is set by controls: 0 for no effect and ±100 for the full control effect; nearly all actives have a fitted effect of over 75% in size
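Using a bead-based AlphaScreen, monomethylated H3K9 product from 2 h room-temperature reactions (G9a 20 nM, peptide 500 nM, SAM 20 uM) was detected with 0.5 ug/mL rabbit anti-H3K9me1 antibody.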
BAZ2B inh = BAZ2B (human) inhibition; Q9UIF8; AlphaScreen BAZ2B-H3K14Ac peptide displacement; Potency, µM (titrated, usually from 114 µM), inactives show top-dose activity change, negative = inhibition, actives largely listed as inhibitors; actives 4.4% (n = 360,000); AID 504333; note: potency is the fitted concentration of half-maximal effect; % is set by controls: 0 for no effect and ±100 for the full control effect; nearly all actives have a fitted effect of over 60% in size
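BAZ2B (50 nM) with biotin-H3(5-23)K14Ac peptide (50 nM) in PBS pH 7.4, 0.01% Tween-20, preformed 30 min, then compound 30 min at room temperature; top concentration 110uM. AlphaScreen streptavidin donor/nickel chelate acceptor beads (10 ug/mL final), 20 min dark, signal read.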
GLS inhibitor = inhibitors of human glutaminase (GLS) | O94925 | GLS enzymatic activity, qHTS titration | Potency, µM (series often up to 45.5 µM), without a hit: top-dose activity change, negative = inhibition, most hits filed as inhibitors | actives 0.21% (n = 410,000) | AID 624170; note: potency is the fitted concentration of half-maximal effect; % is set by controls: 0 for no effect and ±100 for the full control effect
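Glutamate formation by hKGA was monitored fluorometrically using coupled glutamate oxidase, HRP and Amplex Red. Substrate was added as 1 mM L-glutamine solution; incubation was 30 min at RT after an initial read.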
PI4K2A inh = blocks human PI4K2A kinase activity. activity change, negative = inhibition, % at 76.9 µM. actives 0.13% (n = 420,000). AID 1346378. purified PI4K2A, ADP-Glo luminescence, 1 h; hits give low values; in the data active = activity change below about -50%; inconclusive = mostly about -30% to -49%;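 note: -100% = wells without enzyme as full effect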
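ADP-Glo luminescence measured ADP generated by PI4K2A enzyme (4 ug/mL before mixing) with 1.2 mM PI substrate (pre-mix) and 300 microM ATP (pre-mix). Tris pH7.5 buffer with MgCl2, Triton X-100; 1 h reaction at ambient temperature.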
POLH inh = DNA polymerase eta (human) inhibition; recombinant Pol eta, fluorescent DNA replication assay; Q9Y253; Potency, µM (titrated, usually from 114 µM), inactives show top-dose activity change, negative = inhibition, most hits filed as inhibitors; actives 1.2% (n = 390,000); note: potency is the fitted concentration of half-maximal effect; % is set by controls: 0 for no effect and ±100 for the full control effect
Target sequence (Q9Y253 whole entry, looked up): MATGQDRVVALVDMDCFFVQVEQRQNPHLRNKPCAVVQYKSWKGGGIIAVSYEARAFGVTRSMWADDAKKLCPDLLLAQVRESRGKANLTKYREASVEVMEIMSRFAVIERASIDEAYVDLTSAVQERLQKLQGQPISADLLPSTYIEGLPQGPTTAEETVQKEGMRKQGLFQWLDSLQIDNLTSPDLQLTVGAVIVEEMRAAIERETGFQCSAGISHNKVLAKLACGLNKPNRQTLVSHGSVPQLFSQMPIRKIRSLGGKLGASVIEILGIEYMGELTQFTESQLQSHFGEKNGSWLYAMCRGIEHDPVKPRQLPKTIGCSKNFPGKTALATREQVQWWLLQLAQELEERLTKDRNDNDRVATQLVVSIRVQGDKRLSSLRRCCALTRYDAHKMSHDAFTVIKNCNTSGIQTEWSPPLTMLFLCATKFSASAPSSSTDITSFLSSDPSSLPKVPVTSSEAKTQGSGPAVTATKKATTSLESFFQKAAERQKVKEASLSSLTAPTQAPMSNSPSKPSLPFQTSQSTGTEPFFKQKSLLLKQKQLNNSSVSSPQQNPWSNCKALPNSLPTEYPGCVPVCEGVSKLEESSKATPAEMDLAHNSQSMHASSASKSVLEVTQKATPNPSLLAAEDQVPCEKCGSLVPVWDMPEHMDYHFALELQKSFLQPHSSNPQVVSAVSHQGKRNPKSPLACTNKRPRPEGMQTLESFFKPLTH
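Pol eta (10 nM) was preincubated with compounds for 15 min at room temperature, after which fluorescent replication substrate (50 nM final) was added to start the reaction. Fluorescence was read kinetically at 0 and 10 min.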
Tb PGK inh = inhibitors of T. brucei phosphoglycerate kinase; PGK/GAPDH coupled, Kinase-Glo luminescence, 60 min; Potency, µM (doses to about 57.5 µM), for the others: at the top dose activity change, negative = inhibition, most hits filed as inhibitors; actives 0.043% (n = 380,000); AID 602233; note: potency is the fitted concentration of half-maximal effect; % is set by controls: 0 for no effect and ±100 for the full control effect; nearly all actives have a fitted effect of over 60% in size
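Luminescent ATP detection (Kinase-Glo Plus) follows a 60-minute room-temperature incubation, with wells lacking PGK as controls. Buffer: 100 mM TEA (pH 7.6), 5 mM MgCl2, 0.01% Tween-20. Coupling enzyme GAPDH (100 nM final) supplies unstable 1,3-BPG in-well.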
HP1b binding inh = blocks HP1-beta chromodomain binding to methylated histone tails. P83916. AlphaScreen HP1-beta / biotin-H3K9me3 peptide binding. Potency, µM (series often up to 114 µM), for the others: at the highest dose activity change, negative = inhibition, usual class: inhibitors. actives 0.56% (n = 390,000); note: potency is the fitted concentration of half-maximal effect; nearly all actives have a fitted effect of over 70% in size; inactives centre near 23
Target sequence (P83916 whole entry, looked up): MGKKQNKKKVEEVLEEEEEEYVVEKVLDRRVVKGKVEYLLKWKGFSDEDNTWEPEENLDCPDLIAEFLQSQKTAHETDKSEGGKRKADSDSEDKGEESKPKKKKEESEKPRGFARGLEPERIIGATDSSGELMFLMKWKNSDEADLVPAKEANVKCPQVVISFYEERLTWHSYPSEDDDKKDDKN
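Compound inhibition of the preformed complex between 50 nM HP1-beta and 50 nM biotinylated H3K9me3 peptide was read by AlphaScreen. Buffer was PBS pH 7.4 with 0.01% Tween-20. Incubations ran 30 min at room temperature, with 10 ug/mL donor/acceptor beads.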
Pin1 inh = blocks the human prolyl isomerase Pin1; Pin1 FP peptide displacement, HiFluor488, 10 min; Potency, µM (series often up to 115 µM), for inactives: at the top dose activity, negative = inhibition, actives largely listed as inhibitors; actives 0.009% (n = 390,000); AID 504891; active = well fitted inhibition curve with a large enough effect in the polarisation, with a control signal flat, not every such curve was filed as active; inconclusive = small, poorly fitted or top-dose-only effect, or effect the other way, or a change in a side signal; inactive = no such curve, though single readings can be large or run the other way; the % refers to the polarisation; note: potency is the fitted concentration of half-maximal effect; % is set by controls: 0 for no effect and ±100 for the full control effect
Target sequence (Q13526 whole entry, looked up): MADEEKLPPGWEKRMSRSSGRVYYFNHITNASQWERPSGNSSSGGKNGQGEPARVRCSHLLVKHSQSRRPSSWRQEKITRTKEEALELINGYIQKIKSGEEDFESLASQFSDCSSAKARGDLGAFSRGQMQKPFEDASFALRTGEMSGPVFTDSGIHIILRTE
JMJD2A Tudor inh = JMJD2A Tudor domain (human) inhibition; AlphaScreen JMJD2A-Tudor / H3K4me3 peptide binding; O75164; Potency, µM (top dose mostly 114 µM), without a hit: at the highest dose activity change, negative = inhibition, most hits filed as inhibitors; actives 4.4% (n = 390,000); AID 504339; note: potency is the fitted concentration of half-maximal effect; % is set by controls: 0 for no effect and ±100 for the full control effect; nearly all actives have a fitted effect of over 50% in size
Active calls of the source: *; i = inactive; ? = inconclusive; · = no result given; & = joins results of further samples; [ ] = dose if it differs, or a comment. Unless noted, calls come from the whole dose curve; as a rule, active = well fitted curve in the direction sought with a large enough effect; inconclusive = small, poorly fitted or top-dose-only effect, or another doubt; inactive = no such curve, though single readings can be large; an effect the other way counts as inactive or inconclusive.

SMILES	G9a block	BAZ2B inh	GLS inhibitor	PI4K2A inh	POLH inh	Tb PGK inh	HP1b binding inh	Pin1 inh	JMJD2A Tudor inh
CC(=O)Nc1ccc(S(=O)(=O)Nc2ccc(S(=O)(=O)N3CCCCCC3)cc2)cc1	-8%[12.7 µM]	-12%	13%	-3	1%	3%	-7%	1%	?
NC(=S)NNC(=O)[C@@H]1CCCC[C@@H]1C(=O)O	45µM*	-6%	4%	-2	-11%	-5%	-21%	2%	?
CCC(C)(C)n1nnnc1C(c1cccc(C#N)c1)N1CCN(c2cccc(C)c2C)CC1 (centres undefined)	-2%[59 µM]	24%	12%	1	-10%	-2%	15%	4%	-15%
COC(=O)C1(C)CCCC2(C)c3cc(OC)ccc3C(=O)C(Br)C12 (centres undefined)	·	·	-4%	-3	-22%	-12%	·	·	·
CC(C)=CCC/C(C)=C/C=N/NC(=O)c1ccccc1[N+](=O)[O-]	-4%	8%	-1%	-6	-20%	i	12%	5%	-31%
COc1cccc(CC2(CO)CCCN(Cc3sc(N4CCCC4)nc3Cl)C2)c1 (centres undefined)	·	-25%	1%	-4	-27%	1%	-28%	-13%	?
O=c1c([N+](=O)[O-])c(NC2CCCCC2)c2ccccc2n1-c1ccccc1	-4%[59 µM]	-5%	-5%	6	-11%	·	29%	7%	-7%
COc1ccccc1N1CCN(C(=O)c2cc3ccccc3[nH]2)CC1	18%	?	4%	-5	-9%	-1%	12%	2%	-28%
CNS(=O)(=O)c1ccc(Cl)nc1	-16%	5%	3%	-2	1%	i	16%	-3%	-7%
CC(C)OCCCNC(=O)c1c(N)n(/N=C/c2ccccn2)c2nc3ccccc3nc12	?	-2%	0%	-7	6%	-7%	42%[activator]	-1%	-9%
CC(=O)Nc1ccc(OCc2ccc3c(c2)OCO3)cc1	9%	-36%	-3%	?	-2%	-19%	44%[activator]	2%	-16%
CCC1CCCCN1C(=S)NC(=O)c1cccs1 (centres undefined)	?	-25%	1%	1	-9%	2%	12%	3%	-26%
Cc1ccc(NC(=O)Nc2ccc(F)c(Cl)c2)cc1	3%	-20%	-13%	4	-11%	i	24%	3%	-1%
CC1Cc2nc(SCC(=O)Nc3ccc4c(c3)OCCO4)n(C)c(=O)c2S1 (centres undefined)	-21%[59 µM]	-2%	4%	-7	-6%	·	15%	-3%	-17%
Cc1ccc(C)c(Cn2nnc3c(=O)[nH]c(C4CCN(C(=O)c5ccco5)CC4)nc32)c1	6%[59 µM]	-16%	3%	-2	-20%	-3%	9%	1%	-15%
CCOc1ccccc1OCCCC(=O)N1CCN(S(=O)(=O)c2ccc(C)cc2)CC1	27%	9%	0%	0	-1%	5%	?	0%	?
COC(=O)c1ccc(C(NC(=O)OCc2ccccc2)/C(F)=C/[C@@H](C)C(=O)O)cc1 (some centres undefined)	·	·	-4%	1	-9%	4%	29%&43%	-4%&3%	-11%&-6%
O=C(CSC1=Nc2ccccc2N=C(c2ccc(F)cc2)C1)NCc1ccc(Cl)cc1	1%[59 µM]	-2%	-8%	-7	-18%	i	15%[57 µM]	6%	-5%
CC(C)(C)OC(=O)N1CCCC(C(=O)Nc2ccc(C(=O)NCc3ccccc3)cc2)C1 (centres undefined)	·	·	-8%	0	-10%	-1%	42%	6%	-9%
CC(=O)Nc1ccc(-c2cn3c(n2)SCC3)cc1	16%[2.33 µM]	-14%	-1%	-7	-2%	-3%	?	29%	-20%
Cc1ccccc1-n1c(-c2ccc(Cl)cc2)cnc1SCC(=O)NC1CCS(=O)(=O)C1 (centres undefined)	8.9µM*	50µM*	-17%	0	-21%	0%	-29%	3%	?
CCn1cc(C(=O)NCc2ccc(Cl)cc2)c(=O)c2cc(S(=O)(=O)N3CCOCC3)ccc21	?	3%	-3%	-6	0%	-9%	29%	-2%	-7%
CCOC(=O)C1CN(S(=O)(=O)c2cccs2)c2ccc(CC(=O)OC)cc2O1 (centres undefined)	63%[activator]	8%	3%	3	-12%	-2%	45%[activator]	4%	-13%
COCC(=O)N(Cc1ccc(OC)cc1)Cc1nc2ccccc2c(=O)[nH]1	5%[59 µM]	1%	2%	11	-8%	i	46%	5%	-3%
O=C(CCCN1C(=O)c2cccc3cccc(c23)C1=O)NC1CCS(=O)(=O)C1 (centres undefined)	-18%	-27%	3%	-2	-19%	-1%	47%[activator]	-2%	-11%[11.4 µM]

An excerpt from above, showing only BAZ2B inh and POLH inh.
SMILES | BAZ2B inh | POLH inh
COC(=O)c1ccc(C(NC(=O)OCc2ccccc2)/C(F)=C/[C@@H](C)C(=O)O)cc1 (some centres undefined) | · | -9%
Cc1ccc(C)c(Cn2nnc3c(=O)[nH]c(C4CCN(C(=O)c5ccco5)CC4)nc32)c1 | -16% | -20%

An excerpt of the results above:
SMILES	G9a block	BAZ2B inh	GLS inhibitor	PI4K2A inh	POLH inh	Tb PGK inh	HP1b binding inh	Pin1 inh	JMJD2A Tudor inh
CCn1cc(C(=O)NCc2ccc(Cl)cc2)c(=O)c2cc(S(=O)(=O)N3CCOCC3)ccc21	?	3%	-3%	-6	0%	-9%	29%	-2%	-7%
CCOC(=O)C1CN(S(=O)(=O)c2cccs2)c2ccc(CC(=O)OC)cc2O1 (centres undefined)	63%[activator]	8%	3%	3	-12%	-2%	45%[activator]	4%	-13%
COCC(=O)N(Cc1ccc(OC)cc1)Cc1nc2ccccc2c(=O)[nH]1	5%[59 µM]	1%	2%	11	-8%	i	46%	5%	-3%
O=C(CCCN1C(=O)c2cccc3cccc(c23)C1=O)NC1CCS(=O)(=O)C1 (centres undefined)	-18%	-27%	3%	-2	-19%	-1%	47%[activator]	-2%	-11%[11.4 µM]

The list goes on:
SMILES	G9a block	BAZ2B inh	GLS inhibitor	PI4K2A inh	POLH inh	Tb PGK inh	HP1b binding inh	Pin1 inh	JMJD2A Tudor inh
O=C(c1ccc2c(c1)OCO2)C1CCCN(Cc2cccc(C(F)(F)F)c2)C1 (centres undefined)	-1%	-2%	0%	-2	-30%	-7%	65%[activator]	2%	4%
CCCC(=O)c1cn(CC(=O)OC)c2ccccc12	13%	1%	2%	24	-18%	-4%	23%	-3%	3%
O=C(Cn1cnc2ccccc21)N1CCN(S(=O)(=O)c2ccccc2)CC1	41%[activator]	3%	-4%	3	-7%	i	30%	-2%	1%[57.1 µM]
Nc1c(-c2nc(-c3cccs3)no2)nnn1-c1ccccc1Cl	3%[59 µM]	-2%	-11%	-5	-3%	7%	38%	-6%	-5%
Cc1cccc(/N=C/c2c(O)c3ccccc3oc2=O)n1	-37%[12.7 µM]	-35%	30%	2	-1%	-1%	2%	3%	-11%
CC1(C)CC(=O)C2=C(C1)Nc1ccccc1NC2c1cccnc1 (centres undefined)	-12%	14%	6%	-1	-6%	-9%	20%	-1%	-15%
CC(C)OCCCN1CC(=O)N2C(c3ccccc3)c3[nH]c4ccccc4c3C[C@H]2C1=O (some centres undefined)	-6%	-37%	8%	9	-14%	-2%	25%	19%	?
COc1ccc(/C=C2\SC(=O)N(CCNC(=O)C3=COCCO3)C2=O)cc1	-1%[59 µM]	-5%	-1%	0	-14%	i	43%[activator]	2%	?
CCOc1ccc(NC(=O)c2ccc(NC(=O)N3CCSc4ncccc43)cc2)cc1	-3%[59 µM]	-2%	2%	-2	11%	2%	28%	-3%	12%
CCOC(=O)NCCOC(=O)Nc1ccc(Cl)cc1	11%	-4%	0%	-2	-16%	·	66%[activator]	-7%	-5%
CCOc1ccc(C(=O)N2CCN(c3ncccn3)CC2)cc1	·	·	-6%	2	-6%	-9%	20%	-1%	-17%
CCCCCCn1c(-c2cccs2)n[nH]c1=S	5.6µM*	-23%	2%	1	-16%	4%	-15%	1%	28µM*
Cc1cc(C)c(S(=O)(=O)Nc2ccccc2C(=O)N2CCOCC2)c(C)c1	·	?	2%	1	-6%	i	28%	2%	1%
Cn1cc(-c2cccc(Cl)c2)cc(C#N)c1=O	3%	0%	-3%	1	-3%	i	-7%	-7%	-17%
O=C1[C@@H]2Cc3ccccc3CN2C(=O)N1c1cccc(F)c1	-34%[12.7 µM]	-4%	8%	-6	-10%	-4%	17%	-8%	-10%
Cc1ccccc1C(=O)NNC(=O)C1CCN(C(=O)Nc2ccccc2)CC1	-36%	1%	10%	-1	-6%	-1%	12%	-9%	5%
COc1ccc(C2CC(=O)Oc3c(C(CCN4CCCC(C)C4)c4ccc(N(C)C)cc4)c(OC)cc(OC)c32)cc1 (centres undefined)	-120%[59 µM]	14µM*	11%	1	?	11%	14µM*	1%&4%	14µM*
CCOC(=O)c1sc2ccc(S(=O)(=O)N3CC(C)CC(C)C3)cc2c1N (centres undefined)	?	3%	-1%	-1	-23%	1%	42%[activator]	0%	-4%
CSc1ccccc1NC(=O)NCCCl	25%[0.0925 µM]	-12%	-5%	-3	-18%	-2%	54%[activator]	-5%	-6%
O=C1CCC(c2ccccc2)N1c1ccccc1 (centres undefined)	·	·	-7%	-4	-17%	i	36%	-4%	-12%

Printed as active in BAZ2B inh, among the entries above:
SMILES	G9a block	BAZ2B inh	GLS inhibitor	PI4K2A inh	POLH inh	Tb PGK inh	HP1b binding inh	Pin1 inh	JMJD2A Tudor inh
Cc1ccccc1-n1c(-c2ccc(Cl)cc2)cnc1SCC(=O)NC1CCS(=O)(=O)C1 (centres undefined)	8.9µM*	50µM*	-17%	0	-21%	0%	-29%	3%	?
COc1ccc(C2CC(=O)Oc3c(C(CCN4CCCC(C)C4)c4ccc(N(C)C)cc4)c(OC)cc(OC)c32)cc1 (centres undefined)	-120%[59 µM]	14µM*	11%	1	?	11%	14µM*	1%&4%	14µM*

Some of the compounds tested; count on the stated rates, not on these rows.
